ERG Ets-DNA blk – inhibitors of human ERG Ets domain-DNA interaction. fluorescence polarization, His-ERG Ets domain / labelled DNA. P11308. 0.028% of 370,000 active. Potency, µM (series often up to 76.9 µM), without a hit: at the top dose FP activity, negative = inhibition, most hits filed as inhibitors. AID 624246; active = well fitted inhibition curve with a large enough effect in the polarisation, with a control signal flat; inconclusive = small, poorly fitted or top-dose-only effect, or effect the other way, or a change in a side signal; inactive = no such curve, though single readings can be large or run the other way; the % refers to the polarisation;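 note: polarization taken with two DNA probes labelled with fluorescein and Texas red; potency is the fitted concentration of half-maximal effect; % of control where 0% means no effect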
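His-tagged ERG Ets domain (1 uM in the protein solution; 300mM KCl, 50mM Tris-HCl, 1mM EDTA, 1mM DTT, pH 7.5) received compound, then a probe mix of 5 nM fluorescein-DNA and 100nM Texas-615-DNA. Fluorescence polarization was read for both dyes.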
BAZ2B inh – BAZ2B (human) inhibition; AlphaScreen BAZ2B-H3K14Ac peptide displacement; Q9UIF8; 4.4% of 360,000 active; Potency, µM (series often up to 114 µM), for inactives: at the highest dose activity change, negative = inhibition, usual class: inhibitors; AID 504333; note: potency is the fitted concentration of half-maximal effect; % is set by controls: 0 for no effect and ±100 for the full control effect; nearly all actives have a fitted effect of over 60% in size
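Protein-peptide AlphaScreen: BAZ2B 50 nM, b-H3K14Ac 50 nM, 1x PBS pH 7.4 + 0.01% Tween-20. Preincubation 30 min RT; cpd 30 min RT (top 110 uM); beads 20 min RT, light-protected.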
12-LOX inh – inhibitors of human 12S-lipoxygenase ALOX12; P18054; purified 12hLO, xylenol orange hydroperoxide absorbance; 1.1% of 580,000 active; Potency, µM (series often up to 108 µM), for the others: at the top dose activity change, negative = inhibition, most hits filed as inhibitors; AID 1671190; note: potency is the fitted concentration of half-maximal effect; % is set by controls: 0 for no effect and ±100 for the full control effect
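Hydroperoxide product was detected by ferrous iron/xylenol orange as the 573 to 405 nm absorbance ratio. Arachidonic acid at 40 uM (final) was turned over for 30 min at room temperature by 150 nM human 12hLO, pH 7.0 Hepes buffer, after 15 min compound preincubation.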
GLS inhibitor – inhibitors of human glutaminase (GLS). 0.21% of 410,000 active. AID 624170. Potency, µM (top dose mostly 45.5 µM), for inactives: top-dose activity change, negative = inhibition, hits mostly inhibitors. GLS enzymatic activity, qHTS titration. O94925; note: potency is the fitted concentration of half-maximal effect; % is set by controls: 0 for no effect and ±100 for the full control effect
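Glutamate formation by hKGA was monitored fluorometrically using coupled glutamate oxidase, HRP and Amplex Red. Substrate was added as 1 mM L-glutamine solution; incubation was 30 min at RT after an initial read.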
G9a block – blocks human histone lysine methyltransferase G9a; Q96KQ7; G9a H3K9 monomethylation, AlphaScreen, 2 h; Potency, µM (series often up to 102 µM), without a hit: at the top dose activity, negative = inhibition, hits mostly inhibitors; 8.8% of 350,000 active; AID 504332; note: potency is the fitted concentration of half-maximal effect; % is set by controls: 0 for no effect and ±100 for the full control effect; nearly all actives have a fitted effect of over 75% in size
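Readings reflect AlphaScreen signal from monomethyl-H3K9 antibody detection. HMT at 20 nM; substrate b-H3K9 500 nM; cofactor SAM 20 uM; 2 h RT reaction; compounds tested as titrations in qHTS with 15 min preincubation.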
RGS4 inhibitor – inhibitors of human regulator of G protein signaling 4; Transcreener GDP fluorescence polarization, RGS4-accelerated GTP hydrolysis; Potency, µM (top dose mostly 114 µM), for the others: at the highest dose activity change, negative = inhibition, usual class: inhibitors; 0.039% of 390,000 active; AID 504845; note: potency is the fitted concentration of half-maximal effect; % is set by controls: 0 for no effect and ±100 for the full control effect; nearly all actives have a fitted effect of over 75% in size; some results filed as inactive show a strong effect at the top dose
Target sequence (P49798 whole entry, looked up): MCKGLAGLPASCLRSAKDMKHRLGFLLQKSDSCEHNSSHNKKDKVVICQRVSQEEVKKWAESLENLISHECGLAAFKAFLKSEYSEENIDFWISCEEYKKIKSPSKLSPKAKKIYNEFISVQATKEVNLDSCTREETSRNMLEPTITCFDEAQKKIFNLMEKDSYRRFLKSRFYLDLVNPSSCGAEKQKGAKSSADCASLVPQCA
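MLSMR compounds (23 nl, pin-transferred) preincubated 10 min at room temperature with a 500nM (2x) first reagent, then RGS4 at 900nM (2x) plus Transcreener GDP mix added; fluorescence polarization (620/688 nm) read before and after 90 min at 30 °C.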
JMJD2A Tudor inh – blocks the human JMJD2A Tudor domain | O75164 | 4.4% of 390,000 active | AID 504339 | AlphaScreen JMJD2A-Tudor / H3K4me3 peptide binding | Potency, µM (highest dose often 114 µM), inactives show at the top dose activity change, negative = inhibition, hits mostly inhibitors; note: potency is the fitted concentration of half-maximal effect; % is set by controls: 0 for no effect and ±100 for the full control effect; nearly all actives have a fitted effect of over 50% in size
HP1b chromo inh – HP1-beta chromodomain-methylated histone interaction inhibition; AlphaScreen HP1-beta / biotin-H3K9me3 peptide binding; P83916; 0.56% of 390,000 active; Potency, µM (top dose mostly 114 µM), without a hit: top-dose activity change, negative = inhibition, hits mostly inhibitors; note: potency is the fitted concentration of half-maximal effect; nearly all actives have a fitted effect of over 70% in size; inactives centre near 23
Target sequence (P83916 whole entry, looked up): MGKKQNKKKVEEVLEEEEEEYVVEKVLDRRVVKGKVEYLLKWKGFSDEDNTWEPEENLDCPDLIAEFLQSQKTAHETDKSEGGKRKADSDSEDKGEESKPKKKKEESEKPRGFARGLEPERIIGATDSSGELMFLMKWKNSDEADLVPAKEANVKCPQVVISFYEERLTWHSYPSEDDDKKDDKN
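HP1-beta protein (50 nM final) preincubated 30 min at room temperature with biotinylated H3(1-18)K9me3 peptide (50 nM) in PBS pH 7.4, 0.01% Tween-20, then compound added for 30 min. AlphaScreen streptavidin donor/nickel chelate acceptor beads (10 ug/mL final), 30 min dark, luminescence read.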
PI4K2A block – blocks human PI4K2A kinase activity | activity change, negative = inhibition, % at 76.9 µM | AID 1346378 | purified PI4K2A, ADP-Glo luminescence, 1 h; hits give low values | 0.13% of 420,000 active | Q9BTU6; in the data active = activity change below about -50%; inconclusive = mostly about -30% to -49%;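 note: -100% = wells without enzyme as full effect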
Target sequence (Q9BTU6 whole entry, looked up): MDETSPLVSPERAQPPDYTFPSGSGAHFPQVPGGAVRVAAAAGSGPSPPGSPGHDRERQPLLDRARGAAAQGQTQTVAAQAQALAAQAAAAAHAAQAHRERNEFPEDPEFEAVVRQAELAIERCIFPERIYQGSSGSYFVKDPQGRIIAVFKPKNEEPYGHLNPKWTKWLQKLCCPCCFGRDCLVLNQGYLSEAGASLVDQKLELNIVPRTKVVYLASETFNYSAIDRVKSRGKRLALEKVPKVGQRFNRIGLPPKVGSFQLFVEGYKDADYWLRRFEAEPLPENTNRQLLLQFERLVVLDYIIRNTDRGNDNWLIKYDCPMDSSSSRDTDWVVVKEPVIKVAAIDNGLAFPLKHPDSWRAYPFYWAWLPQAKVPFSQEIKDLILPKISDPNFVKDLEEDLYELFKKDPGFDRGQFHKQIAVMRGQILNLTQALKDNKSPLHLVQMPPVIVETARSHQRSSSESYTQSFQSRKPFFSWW
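PI4K2A activity was measured by ADP-Glo luminescence: enzyme (4 ug/mL stock) and phosphatidylinositol (1.2 mM stock) in Tris pH 7.5/MgCl2/EGTA/Triton X-100 buffer were reacted with ATP (300 microM stock) for one hour at ambient temperature.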
* hit, by the source's call; ? = inconclusive; . = not tested or not shown; [ ] = another dose, or the depositor's remark. Unless noted, calls come from the whole dose curve; as a rule, active = well fitted curve in the direction sought with a large enough effect; inconclusive = small, poorly fitted or top-dose-only effect, or another doubt; inactive = no such curve, though single readings can be large; an effect the other way counts as inactive or inconclusive. A portion of the library; rates above refer to the full screens.

Values run as follows: ERG Ets-DNA blk, BAZ2B inh, 12-LOX inh, GLS inhibitor, G9a block, RGS4 inhibitor, JMJD2A Tudor inh, HP1b chromo inh, PI4K2A block
CCCc1nc(SCC(=O)N2CCOCC2)c2c(C)c(C)sc2n1
    -5%, -1%, 32%[activator], 5%, -1%, 18%, -12%, -4%, 7
CCOC(=O)c1nn(-c2ccc([N+](=O)[O-])cc2)cc1O
    -13%, -18%, 4%, 4%, 15%, -1%, -21%, 10%[57 µM], 4
COc1ccc(N(C)S(=O)(=O)c2cccc(C(=O)OC(C(=O)Nc3cc(C)cc(C)c3)c3ccccc3)c2)cc1 (configuration not stated)
    -4%, -14%, -18%, 4%, -10%[59 µM], 20%, -23%, 7%, 4
Cc1ccc(Cl)c(OCC(=O)Nc2sc(C)c(C)c2C#N)c1
    0%, -3%, -25%, -1%, 45µM*, -6%, -22%, 4%, 1
O=C(CNS(=O)(=O)c1ccccc1)Nc1ccc2c(c1)OCO2
    -1%, -3%, 3%, -1%, -1%, 17%, -6%, 36%, -1
CC(=O)c1cccc(NC(=O)c2ccoc2C)c1
    15%, -11%, ?, -2%, ., 4%, -8%, 29%, -5
COC(=O)[C@@H](NC(=O)N1CCC(Cc2ccccc2)CC1)C(C)C
    6%, 2%, 9%, -10%, 13%[0.501 µM], -1%, -20%, -14%, 1
O=C(NCC(=O)N(c1ccccc1F)C(C(=O)NC1CCCC1)c1ccco1)c1ccco1 (configuration not stated)
    -11%, 5%, 6%, 4%, -5%, 27%, -5%, 30%, 1
C=CCNC(=S)NC(CC(=O)OC)c1ccc2c(c1)OCO2 (configuration not stated)
    0%, -14%, -7%, -3%, 2%, 7%, -4%, 36%, 2
CCOc1ccc(CCNC(=O)C2CC(=O)N(c3ccccc3OCC)C2)cc1OCC (configuration not stated)
    -17%, 5%, 8%, -24%, -7%, 15%, -18%, 20%, -1
O=C(CCc1nnc(-c2ccccc2)o1)NC1CCCCC1
    -9%, 12%, 9%, 0%, ., 13%, -10%, 29%, 5
CCOc1ccc(CNC(=O)CCc2c(C)nn(-c3ccc(N4CCOCC4)nn3)c2C)cc1
    3%, -36%, ?, 0%, -6%[59 µM], 18%, -5%, 34%, -4
Cc1ccc(N(CC(=O)NCc2ccccn2)S(=O)(=O)c2ccccc2)cc1Cl
    -10%, -8%, ?, 6%, 16%, 11%, -12%, 6%, 8
Cc1c(Cl)cccc1NC(=O)c1cc2nc(-c3ccc4c(c3)OCO4)cc(C(F)(F)F)n2n1
    -1%, 0%, -23%, -6%, 2%[59 µM], 29%, -12%, 38%, 0
Cc1ccc2cc(CN(Cc3cccs3)Cc3nnnn3CC3CCCO3)c(=O)[nH]c2c1 (configuration not stated)
    ., -35%, ?, 4%, -34%[12.7 µM], 0%, -22%, 15%, 1
Cn1ccnc1SCC(=O)c1c(N)n(C)c(=O)n(C)c1=O
    -11%, ., -16%, 0%, ., -11%, 3%, 5%, -3
Cc1cc(C)cc(C(=O)NC(CC(N)=O)c2ccc(NC3CCCCCCCCCCC3)c([N+](=O)[O-])c2)c1 (configuration not stated)
    4%, ?, ?, 6%, 45µM*, 5%, ?, -3%, -4
CCCNC(=O)c1ccccc1NC(=O)c1ccccc1N(C)S(C)(=O)=O
    0%, -8%, -15%, -5%, ?, -10%, 9%, 37%, 11
CCn1ncc(/C=C2/SC(=S)NC2=O)c1C
    0%, -33%, -21%, 17%, 50µM*, 1%, -8%, 21%, 2
Cc1ccc(-c2ccc(C3C(C#N)=C(N)Oc4n[nH]c(C)c43)o2)cc1 (configuration not stated)
    0%, ?, -13%, 2%, ?, ?, ?, ?, -4

Eleven structures out of the list, arranged by number of heavy atoms, low to high.
Values run as follows: ERG Ets-DNA blk, BAZ2B inh, 12-LOX inh, GLS inhibitor, G9a block, RGS4 inhibitor, JMJD2A Tudor inh, HP1b chromo inh, PI4K2A block
CCn1ncc(/C=C2/SC(=S)NC2=O)c1C
    0%, -33%, -21%, 17%, 50µM*, 1%, -8%, 21%, 2
CCOC(=O)c1nn(-c2ccc([N+](=O)[O-])cc2)cc1O
    -13%, -18%, 4%, 4%, 15%, -1%, -21%, 10%[57 µM], 4
Cn1ccnc1SCC(=O)c1c(N)n(C)c(=O)n(C)c1=O
    -11%, ., -16%, 0%, ., -11%, 3%, 5%, -3
O=C(CCc1nnc(-c2ccccc2)o1)NC1CCCCC1
    -9%, 12%, 9%, 0%, ., 13%, -10%, 29%, 5
O=C(CNS(=O)(=O)c1ccccc1)Nc1ccc2c(c1)OCO2
    -1%, -3%, 3%, -1%, -1%, 17%, -6%, 36%, -1
CCCc1nc(SCC(=O)N2CCOCC2)c2c(C)c(C)sc2n1
    -5%, -1%, 32%[activator], 5%, -1%, 18%, -12%, -4%, 7
Cc1ccc(N(CC(=O)NCc2ccccn2)S(=O)(=O)c2ccccc2)cc1Cl
    -10%, -8%, ?, 6%, 16%, 11%, -12%, 6%, 8
Cc1ccc2cc(CN(Cc3cccs3)Cc3nnnn3CC3CCCO3)c(=O)[nH]c2c1 (configuration not stated)
    ., -35%, ?, 4%, -34%[12.7 µM], 0%, -22%, 15%, 1
O=C(NCC(=O)N(c1ccccc1F)C(C(=O)NC1CCCC1)c1ccco1)c1ccco1 (configuration not stated)
    -11%, 5%, 6%, 4%, -5%, 27%, -5%, 30%, 1
CCOc1ccc(CNC(=O)CCc2c(C)nn(-c3ccc(N4CCOCC4)nn3)c2C)cc1
    3%, -36%, ?, 0%, -6%[59 µM], 18%, -5%, 34%, -4
Cc1cc(C)cc(C(=O)NC(CC(N)=O)c2ccc(NC3CCCCCCCCCCC3)c([N+](=O)[O-])c2)c1 (configuration not stated)
    4%, ?, ?, 6%, 45µM*, 5%, ?, -3%, -4

More records follow:
Values run as follows: ERG Ets-DNA blk, BAZ2B inh, 12-LOX inh, GLS inhibitor, G9a block, RGS4 inhibitor, JMJD2A Tudor inh, HP1b chromo inh, PI4K2A block
CCCCNC(=O)c1cc(C)nn1-c1ccccc1
    2%, -3%, -1%, 14%, ?, 0%, -17%, 19%, -7
CCOc1cccc(C(=O)Nc2cccc(C(=O)NCC(C)C)c2)c1
    -7%, -7%, -23%, -15%, 17%[59 µM], 7%, -21%, 25%, 6
O=C(NCCN1CCOCC1)N1CCOCC1
    14%, -2%, -4%, 7%, 3%[2.33 µM], 26%, 4%[57.1 µM], 27%, 4
Cn1c(=O)n(C)c2cc(NC(=O)CSc3nc4ccccc4c(=O)[nH]3)ccc21
    -8%, -29%, -2%, -11%, 7%, -25%, 6%, 18%, -10
COc1cccc(NC(=O)CC(=O)Nc2ccc3nc4n(c(=O)c3c2)CCCCC4)c1
    3%, -1%, -17%, -4%, 1%[59 µM], -5%, 6%, 28%, 1
Cc1ccccc1CNC(=O)C1CCN(c2nnc(N3CCCC3=O)s2)CC1
    4%, -1%, -5%, 4%, 6%, 3%, -10%, 31%, 0
O=C(NC1CCCc2ccccc21)c1cccc(F)c1 (configuration not stated)
    -1%, ., 2%, 13%, ., 9%, -4%, 42%[activator], 1
Fc1ccccc1/C=N/n1cnnc1
    -2%, -3%, 3%, -2%, 9%[59 µM], -7%, -27%, 31%, 3
Cc1ccc(Cl)cc1Nc1nc2ccccc2n2c(C)nnc12
    -7%, 5%, -13%, -17%, 22%[59 µM], 3%, 7%, 63%[activator], 2
Cc1noc(C)c1N=Nc1ccc(Br)cc1C(=O)O
    4%, 6%, -14%, 14%, -40%, 11%, -7%, 43%[activator], 2
CCOC(=O)c1c(C)n(CC)c2c1cc(O)c1ccccc12
    0%, -12%, 0%, ?, 11%, -14%, -33%, 24%, -2
COc1ccc(CNC(=O)CN(Cc2ccc(C)cc2)C(=O)c2csnn2)cc1
    8%, -16%, 3%, -6%, -9%, -22%, -7%, 16%, 0
COc1ccc(Br)cc1CNC(=O)c1nn(-c2ccc(C)cc2)c(=O)c2c1c1ccccc1n2C
    ?, ., -30%, 2%, -3%[59 µM], -13%, -12%, 7%, -3
COC(CC(=O)NNC(=S)Nc1ccc(Cl)cc1)OC
    3%, 19%, -3%, 15%, 1%, 6%, -17%, 30%, 1
COc1ccc(C2N=C(N)N=C(N)N2c2ccc(C)cc2)cc1 (configuration not stated)
    ., -2%, -3%, 16%, -2%, 13%, -5%, 21%, 2
Cc1ccc(C(=O)OCC(=O)Nc2cc(F)ccc2F)cc1NC(=O)c1ccco1
    -2%, 5%, -10%, 2%, -7%, 0%, -4%, 26%, 2
COc1ccccc1CCn1c(N)cc(=O)[nH]c1=O
    2%, ?, 0%, -3%, 0%, 17%, 1%, 8%, -9
COc1cccc(C2=NS(=O)(=O)N(C)C(C(=O)Nc3ccccc3SC)=C2)c1
    -11%, -21%, ?, 1%, -6%[59 µM], -42%, -14%, 25%, -2
CCOc1ccc(NS(=O)(=O)c2ccc(-c3coc(C)n3)cc2)cc1
    1%, -38%[57.1 µM], 19%, -5%, 1%, 12%, -19%, 1%, 6
CCN(CC)S(=O)(=O)c1ccc(N/N=C/c2ccc(O)cc2)nc1
    -20%, -15%, ?, 13%, -4%, -8%, -25%, 47%[activator], 4
Cn1c(=O)n(C)c(=O)n(CC(=O)N2CCCCC2)c1=O
    -1%, -4%, 0%, -5%, ?, -42%, -10%, 29%, 0
